Screening results (PubChem BioAssay)
Apoferritin bind: candidate novel general anesthetic via apoferritin binding | P02791 | apoferritin/1-aminoanthracene competitive binding, fluorescence | actives 0.074% (n = 350,000) | Potency, µM (highest dose often 77.5 µM), for the others: at the top dose activity change, negative = displacement, actives largely listed as inhibitors; also: potency is read from the fitted curve at half-maximal effect; % is scaled to controls: 0 for no effect and ±100 for the full control effect; nearly all actives have a fitted effect of over 20% in size
Target sequence (P02791 2-175 limits assumed): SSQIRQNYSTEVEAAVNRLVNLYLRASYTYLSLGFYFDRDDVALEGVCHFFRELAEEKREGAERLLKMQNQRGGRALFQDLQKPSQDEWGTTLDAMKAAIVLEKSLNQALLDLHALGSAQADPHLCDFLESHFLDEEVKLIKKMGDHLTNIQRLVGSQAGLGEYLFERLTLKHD
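Read-out: endpoint 1-AMA fluorescence, excitation 380 nm and emission 535 nm, after compounds sit 10 min at room temperature with 10 uM horse-spleen apoferritin in 50% saturated 1-AMA/PBS. Values come from four-parameter Hill fits.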
BLM inh: inhibitors of human Bloom syndrome helicase BLM. P54132. recombinant BLM DNA unwinding, fluorescence dequenching. Potency, µM (doses to about 56.1 µM), for inactives: top-dose activity change, negative = inhibition, usual class: inhibitors. actives 0.2% (n = 350,000). AID 2528;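 also: potency is read from the fitted curve at half-maximal effect; plate controls were vehicle for no effect and no enzyme for full effect; nearly all actives have a fitted effect of over 35% in size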
RXFP1 antagonist: antagonists of human relaxin receptor RXFP1. Q9HBX9. HEK293-RXFP1, relaxin-stimulated cAMP HTRF, 30 min; hits give low values. activity change, negative = inhibition, % at 57.5 µM. actives 0.59% (n = 350,000);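 active = activity change of -60% or lower, but not beyond a set lower limit; inconclusive = change between -60% and -40%, or beyond the set limit; inactive = change above -40%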; also: % is scaled to controls: 0 for no effect and ±100 for the full control effect
Target sequence (Q9HBX9 whole entry, looked up): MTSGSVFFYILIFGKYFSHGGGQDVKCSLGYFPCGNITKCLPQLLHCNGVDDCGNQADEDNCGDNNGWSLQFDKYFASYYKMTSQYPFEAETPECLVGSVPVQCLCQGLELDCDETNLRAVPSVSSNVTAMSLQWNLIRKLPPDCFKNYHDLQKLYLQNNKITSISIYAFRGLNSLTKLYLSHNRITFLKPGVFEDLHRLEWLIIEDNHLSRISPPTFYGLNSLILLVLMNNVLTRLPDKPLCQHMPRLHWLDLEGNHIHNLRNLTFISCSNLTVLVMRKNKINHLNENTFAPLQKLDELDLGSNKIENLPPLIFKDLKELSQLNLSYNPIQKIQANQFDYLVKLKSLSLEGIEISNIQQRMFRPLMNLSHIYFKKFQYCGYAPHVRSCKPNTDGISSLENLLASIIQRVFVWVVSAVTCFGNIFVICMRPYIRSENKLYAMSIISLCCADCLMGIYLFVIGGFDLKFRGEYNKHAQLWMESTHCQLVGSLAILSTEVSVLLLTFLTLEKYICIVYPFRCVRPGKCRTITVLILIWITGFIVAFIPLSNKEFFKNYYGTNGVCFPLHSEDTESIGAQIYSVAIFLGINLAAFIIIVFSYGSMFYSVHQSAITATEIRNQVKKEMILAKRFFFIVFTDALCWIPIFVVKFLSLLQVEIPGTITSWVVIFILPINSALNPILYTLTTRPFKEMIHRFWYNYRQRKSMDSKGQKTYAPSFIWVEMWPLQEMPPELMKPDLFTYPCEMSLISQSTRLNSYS
Pol eta inh: DNA polymerase eta (human) inhibition. Q9Y253. actives 1.2% (n = 390,000). Potency, µM (titrated, usually from 114 µM), without a hit: at the highest dose activity change, negative = inhibition, most hits filed as inhibitors. recombinant Pol eta, fluorescent DNA replication assay; also: potency is read from the fitted curve at half-maximal effect; % is scaled to controls: 0 for no effect and ±100 for the full control effect
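Pol eta at 10 nM preincubated with compounds 15 min at room temperature; reaction started with fluorescent substrate (50 nM final) and read kinetically at 0 and 10 min.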
POLI inh: inhibitors of human DNA polymerase iota. AID 588590. Potency, µM (series often up to 115 µM), for inactives: top-dose activity, negative = inhibition, hits mostly inhibitors. Q9UNA4. actives 1% (n = 390,000). Pol iota fluorescent replication assay, 10 min; also: potency is read from the fitted curve at half-maximal effect
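Pol iota at 10 nM preincubated 15 min with compounds at room temperature; reaction started with fluorescent substrate, 50 nM final. Fluorescence read kinetically at 0 and 10 min; buffer-only wells as negative control.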
POLB inh: DNA polymerase beta (human) inhibition; actives 1.3% (n = 340,000); AID 485314; Potency, µM (series often up to 114 µM), inactives show top-dose activity change, negative = inhibition, hits mostly inhibitors; P06746; Pol beta primer extension/strand displacement, fluorescence kinetic; also: potency is read from the fitted curve at half-maximal effect; % is scaled to controls: 0 for no effect and ±100 for the full control effect
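Pol beta (10 nM) and compounds were preincubated 15 min at room temperature, then 50 nM substrate (final) started primer extension/strand displacement. Reads were taken at 0 and 10 min; concentration-response data were fitted to a four-parameter Hill equation.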
PGK inhibitor: inhibitors of T. brucei phosphoglycerate kinase | Potency, µM (series often up to 57.5 µM), for the others: at the top dose activity change, negative = inhibition, actives largely listed as inhibitors | P07378 | actives 0.043% (n = 380,000) | PGK/GAPDH coupled, Kinase-Glo luminescence, 60 min; also: potency is read from the fitted curve at half-maximal effect; % is scaled to controls: 0 for no effect and ±100 for the full control effect; nearly all actives have a fitted effect of over 60% in size
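Recombinant glycosomal PGK reaction used 1,3-bisphosphoglycerate generated in-well by GAPDH (100nM final) in 100mM TEA pH 7.6, 5mM MgCl2, 0.01% Tween-20. After 60 minutes at room temperature, ATP was read by Kinase-Glo Plus luminescence end-point.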
POLK inh: blocks human DNA polymerase kappa activity; actives 0.53% (n = 400,000); Potency, µM (highest dose often 107 µM), without a hit: at the top dose activity, negative = inhibition, hits mostly inhibitors; purified Pol kappa, fluorescent DNA synthesis assay, 10 min; also: potency is read from the fitted curve at half-maximal effect; % is scaled to controls: 0 for no effect and ±100 for the full control effect
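Readout: fluorescence, taken kinetically at 0 and 10 min. Conditions: 10 nM Pol kappa, 15 min RT compound preincubation, 50 nM substrate final. Controls: enzyme-free buffer wells.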
APE1 inh: blocks human APE1 abasic DNA cleavage; recombinant APE1, TAMRA/BHQ-2 abasic DNA cleavage fluorescence; AID 2517; actives 0.35% (n = 350,000); P27695; Potency, µM (top dose mostly 65.8 µM), for the others: at the top dose activity change, negative = inhibition, actives largely listed as inhibitors;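 also: potency is read from the fitted curve at half-maximal effect; plate controls were vehicle for no effect and reference inhibitor for full effect; nearly all actives have a fitted effect of over 55% in size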
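Endonuclease cleavage of a quenched abasic-site DNA duplex (50 nM) by APE1 (0.75 nM) was tracked by TAMRA dequenching. Compounds were preincubated with enzyme 15 min at room temperature; data normalized to buffer-only and DMSO wells plus NSC13755 control.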
Numbers without * were called inactive; i = inactive; u = inconclusive; x = not tested or not shown; & = joins results of further samples; [ ] = dose if it differs, or a comment. Unless noted, calls follow the shape of the dose curve; as a rule, active = well fitted curve in the direction sought with a large enough effect; inconclusive = small, poorly fitted or top-dose-only effect, or another doubt; inactive = no such curve, though single readings can be large; an effect the other way counts as inactive or inconclusive. The list is partial; rates above refer to the full screens.

SMILES	Apoferritin bind	BLM inh	RXFP1 antagonist	Pol eta inh	POLI inh	POLB inh	PGK inhibitor	POLK inh	APE1 inh
COc1ccc(C(=O)NCc2ccc(N3CCN(C)CC3)cc2)cc1	0.7%	-0.3%	-4.3	-5.8%	58.2%[activator]	2.4%	-1.7%	-14.3%	43.1%[activator]
CCC(=O)N1CCN(c2c(Cl)cccc2[N+](=O)[O-])CC1	-22.6%	-0.2%	-18.9	-11.0%	-4.6%	20.4%	i	12.0%	0.1%
CCc1ccc(NC(=O)Nc2ccsc2C(=O)OC)cc1	3.4%	-15.4%	-21.0	-15.1%	2.7%	2.6%	u	4.4%	12.1%
CC(C)CC(NC(=O)C1CCC(C)CC1)C(=O)Nc1ccccc1F (stereo not given)	-5.2%	-3.3%	-3.5	-9.6%	112.5%[activator]	29.2%	6.3%	4.7%	9.2%
CCCC(c1nnnn1CS(=O)(=O)c1ccc(C)cc1)N1CCN(c2ccccc2)CC1 (stereo not given)	0.9%	-6.6%	1.4	-8.2%	24.6%	-15.8%	-0.9%	0.0%	-1.3%
CC(NC(=O)Cn1cnc2c1c(=O)n(C)c(=O)n2C)c1ccccc1 (stereo not given)	-5.4%	-0.5%	x	-15.2%	26.2%	24.9%	-12.9%	-9.8%	2.0%
CCN1CCN(C(=O)CCn2c(=O)c3cccn3c3cccnc32)CC1	-6.7%	-6.6%	7.4	-4.8%	-0.7%	3.6%	1.9%	-7.0%	12.6%
Cc1c(C(=O)NCc2cccnc2)oc2ccc(S(=O)(=O)N3CCCC(C)C3)cc12 (stereo not given)	-14.8%	-2.4%	2.1	-2.1%	9.7%	-14.1%	7.7%	-7.5%	8.8%
Cc1csc2c(NCCCN3CCOCC3)ncnc12	-5.4%	2.4%	-8.0	-10.8%	95.4%[activator]	7.6%	-5.8%	-3.1%	-2.7%
O=C1c2ccccc2C(=O)N1CCSc1ncn[nH]1	-1.5%	2.7%	-2.7	5.4%	18.5%	-2.1%	1.9%	5.7%	0.8%
CC(C)Cn1c(CCC(N)=O)nnc1SC(C)C(=O)Nc1ccc2c(c1)OCO2 (stereo not given)	x	x	4.1	-19.1%	28.8%	x	i	-8.0%	18.4%
O=c1cc(C(F)(F)F)oc2c1ccc1ccccc12	-4.7%	-9.2%	-4.2	-12.6%	35.0%[activator]	-9.8%	-7.0%	-5.6%	0.7%
O=C(CCCn1c(=O)[nH]c2ccc(Br)cc2c1=O)NCc1ccc(Cl)cc1	-6.4%	-1.7%	-33.4	-14.1%	81.4%[activator]	4.7%	1.8%	3.7%	3.9%
Cn1c(-c2ccccc2)c(C(=O)CCl)c2ccccc21	u	-8.0%	-18.8	-5.3%	-7.4%	0.4%	-6.2%	-14.4%	-2.8%
Cc1cc2oc(C(=O)NCCc3ccc(S(N)(=O)=O)cc3)cc(=O)c2cc1C	-11.5%&0.4%	-1.8%&-2.7%	-15.7&-6.4	-14.6%&-7.6%	26.5%&-4.2%	96.4%&-22.3%	-6.8%&1.5%	0.6%&-5.3%	9.9%
O=C1Nc2ccc(Br)cc2/C1=C/C(=O)c1ccc2c(c1)OCO2	-12.2%	-10.9%	-84.0*	4.2%	u	-0.8%	-10.1%	4.9%	-3.4%
COC(=O)c1sc2cnccc2c1N	x	2.8%	-4.6	4.0%	7.8%	1.4%	x	3.0%	1.9%
Cc1cccc(NC(=O)c2ccc3c(=O)n4c(nc3c2)CCCCC4)n1	x	x	-0.7	-20.0%	44.1%[activator]	x	5.1%	-2.4%	10.1%
COc1ccc(CCC(=O)Nc2cccc(S(=O)(=O)N3CCOCC3)c2)cc1OC	x	x	-14.8	-12.7%	5.3%	x	12.1%	0.6%	-2.0%
O=C(O)C(Cc1ccnc2ccccc12)=NO	x	x	-8.0	-19.9%	2.3%	x	i	-2.3%	x
CCOc1ccc(CNC(=O)c2ccc3c(c2)c(C)c(C)n3C)cc1	0.2%	-11.5%	-20.7	-10.1%	-8.1%	28.9%	6.0%	7.5%	x
Cc1noc(C)c1CSc1nnc2scc(-c3ccc(Cl)cc3)n12	-11.1%	0.4%	-4.2	-8.2%	u	23.1%	-1.6%	-11.7%	0.7%
Cc1ccc(CNC(=O)CCC(=O)Nc2nnc(C3CCCCC3)s2)cc1	0.8%	-4.2%	-9.5	-20.0%	124.6%[activator]	2.4%	4.4%	-1.9%	-2.9%
Cc1ccc(Cl)c(OCC(=O)NN2CCN(C)CC2)c1	-1.6%	-0.6%	1.1	u	5.6%	4.4%	-3.7%	-2.0%	2.9%
COCCNC(=O)c1onc(CSc2cc(C)ccc2C)c1C(=O)O	-9.7%	-0.7%	x	-8.0%	-5.7%	9.7%	2.3%	-3.3%	-0.6%
C=CCc1cccc2cc(C(=O)N(CC)CC)c(=O)oc12	u	1.3%	0.7	-5.5%	-1.4%	30.3%	-4.3%	3.0%	-2.0%
COc1ccc(NC(=O)C2CCCN2C(=O)Nc2ccc(OC)cc2)cc1 (stereo not given)	-14.0%	-0.6%	-8.7	-3.1%	101.0%[activator]	25.3%	7.1%	4.0%	53.7%[activator]
CC(C)OC(=O)CSc1nnc(-c2ccc([N+](=O)[O-])cc2)o1	-4.4%	-2.1%	u	-13.3%	56.6%[activator]	8.0%	i	-3.3%	-1.8%
COc1ccccc1NC(=O)CSc1ccc(-c2cccs2)nn1	-19.7%	-6.1%	-8.6	-25.4%	97.7%[activator]	30.8%	5.5%	-8.9%	-7.1%
CC1CCCCC12NC(=O)N(CC(=O)NCc1ccco1)C2=O (stereo not given)	x	x	-2.7	-6.8%	-4.9%	x	-6.1%	5.2%	-0.1%
CCOC(=O)c1cc(CC)sc1NC(=O)C1CC1	-4.5%	-4.3%	4.5	-23.7%	11.4%	u	-2.0%	-6.0%	-4.4%
Cc1ccccc1-n1c(=O)[nH]c(=O)c2c(N)c(C(=O)c3ccc(Cl)cc3)sc21	-7.9%	-0.8%	-0.5	8.2%	19.3%	9.4%	0.4%	-14.2%	0.2%
CN(CC(=O)NCCc1ccc(Cl)cc1)S(=O)(=O)c1ccc2c(c1)c(=O)n(C)c(=O)n2C	-11.1%	-3.8%	x	u	16.4%	13.5%	-3.6%	10.6%	2.2%
CCOc1ccc(-c2nnn(CCC(=O)O)n2)cc1OC	-11.9%	2.1%	-4.6	-13.0%	6.3%	-15.5%	4.7%	-5.3%	-4.0%
CN(C)S(=O)(=O)c1ccc(C(=O)NCCN=C2NS(=O)(=O)c3ccccc32)cc1	5.8%	0.2%	-6.4	-11.0%	-8.1%	34.4%	-2.8%	-4.7%	12.8%
COc1cc(/C=C/C(=O)O)cc(Br)c1O	-2.1%	-0.9%	-2.8	-17.3%	-13.8%	-0.3%	i	-3.8%	-0.5%
Nc1cc(N)cc(C(=O)OCC(=O)Nc2cc(S(=O)(=O)N3CCCCC3)ccc2Cl)c1	-22.8%	-2.4%	-8.2	-4.3%	204.4%[activator]	-7.7%	-3.4%	-0.4%	u
COCCCNC(=O)CSc1ccc(Cl)cc1	0.4%	-3.3%	-0.6	-6.9%	1.7%	2.3%	i	-12.5%	1.3%
COc1ccccc1C(CC(=O)N1CCCC1)c1ccc2c(c1)OCO2 (stereo not given)	-6.9%	-7.0%	-10.7	-10.1%	11.2%	18.9%	-4.8%	1.9%	-10.8%
Cc1ccc(-c2nc(C#N)c(NCc3cccc4c3OCO4)o2)cc1	5.9%	-11.4%	-17.0	-17.1%	0.2%	-14.4%	x	-8.5%	-11.4%
COc1ccc(C(=O)c2c[nH]c3ccccc23)cc1	-10.4%	-6.6%	-10.5	-10.4%	-2.4%	33.3%	-0.1%	-23.8%	4.0%
O=C(N/N=C/c1ccncc1)c1ccc(OCc2ccccc2)cc1	-12.8%	-8.0%	-3.0	9.8%	-10.0%	-29.8%	6.0%	-17.4%	-0.3%
CCCCN1C(=O)C(O)(c2ccccc2)c2cc(Br)ccc21 (stereo not given)	-6.3%	-7.7%	-5.2	-17.3%	5.2%	-0.7%	-12.3%	-13.9%	-12.9%
Cc1ccc(Cn2nnnc2CN2CCC(NC(=O)C(C)(C)C)CC2)cc1	-2.5%	-1.5%	1.6	10.8%	48.4%[activator]	3.6%	-4.5%	-7.2%	-2.2%
O=C(NC(=S)Nc1ccc(F)c(Cl)c1)C1CC1	u	-3.4%	-0.7	-7.2%	19.2%	-11.5%	-0.4%	-3.5%	35.6%
CC(=O)c1cc(OC(=O)N2CCOCC2)ccc1OC(=O)N1CCOCC1	-7.9%	-2.2%	-0.2	-8.0%	13.8%	12.1%	-3.1%	-8.5%	0.1%
COc1ccc(-n2c(/C=C/c3cccc4ccccc34)nc3ccccc3c2=O)cc1Cl	-8.6%	-5.1%	-24.3	-27.7%	6.2%	-22.9%	-3.5%	3.5%[60.1 µM]	x
Cc1ccc(NS(=O)(=O)c2ccc(CCC(=O)NCCO)cc2)cc1	-5.3%	1.1%	12.6	-3.6%	-16.8%[58.9 µM]	-1.4%	-1.6%	-18.0%	1.8%
COc1ccc(/C=C\C(=O)CC(O)(c2ccccc2)C(F)(F)F)cc1 (stereo not given)	u	-10.2%	-22.4	-11.1%	0.1%	5.3%	x	-2.1%	7.7%
CC1CN(c2nc3c(c(=O)[nH]c(=O)n3C)n2Cc2ccccc2F)CC(C)O1 (stereo not given)	-4.6%	1.3%	10.3	-11.0%	17.7%	39.5%	-5.1%	-4.1%	-6.1%

Already shown: an excerpt of the list.
SMILES	Apoferritin bind	BLM inh	RXFP1 antagonist	Pol eta inh	POLI inh	POLB inh	PGK inhibitor	POLK inh	APE1 inh
COc1ccc(/C=C\C(=O)CC(O)(c2ccccc2)C(F)(F)F)cc1 (stereo not given)	u	-10.2%	-22.4	-11.1%	0.1%	5.3%	x	-2.1%	7.7%
CC1CN(c2nc3c(c(=O)[nH]c(=O)n3C)n2Cc2ccccc2F)CC(C)O1 (stereo not given)	-4.6%	1.3%	10.3	-11.0%	17.7%	39.5%	-5.1%	-4.1%	-6.1%
